XIAP displacement: small molecules displacing peptide from XIAP – biochemical, IAP family, fluorescence polarization (AID 1018); 200,000 compounds, 0.007% hits; one-dose displacement, % at 20 µM; IC50 in µM for titrated hits; XIAP BIR domain, fluorescence polarization peptide displacement; higher % means a stronger effect; in the data active = displacement above about 50%; note: a part of the inactive calls stands beside numbers as strong as those of hits
SIAH1 antagonists: Siah-1 peptide-binding antagonists, primary screen, biochemical, fluorescence polarization, rhodamine-plectin, uHTS (AID 1817). Siah-1 / rhodamine-plectin peptide fluorescence polarization; higher % means a stronger effect. displacement, % at 20 µM; hits with a dose series show IC50 in µM. 290,000 compounds, 0.02% hits;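 active = displacement of at least 50% at 20 µM, with a fluorescence ratio check between 0.3 and a set limit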;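 note: plate controls were Siah plus tracer with DMSO for no effect and tracer alone without Siah for full effect; strong numbers were not always called active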
P. falciparum M1AAP: P. falciparum M1AAP inhibitors, biochemical, fluorogenic H-Leu-NHMec substrate, 1536-well (AID 1445); one-dose inhibition, % at 30 µM; IC50 in µM for titrated hits; 220,000 compounds, 0.42% hits; recombinant M1AAP, H-Leu-NHMec fluorogenic kinetic assay; higher % means a stronger effect;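 active = primary inhibition above the hit cutoff, then over 50% inhibition at one or more dose response concentrations, cut at about 23% in these data, passing the limit was not always enough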;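 note: plate controls were DMSO full reaction for no effect and no enzyme background for full effect; strong numbers were not always called active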
P. falciparum M17LAP: P. falciparum M17LAP inhibitors, primary screen, biochemical, fluorogenic H-Leu-NHMec substrate, 1536-well (AID 1619). recombinant M17LAP, H-Leu-NHMec fluorogenic kinetic assay; higher % means a stronger effect. inhibition, % at 30 µM; hits with a dose series show IC50 in µM. 220,000 compounds, 0.38% hits;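 active = compound inhibiting the enzyme by more than half at any dose during confirmatory dose-response retesting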;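 note: plate controls were full reaction with DMSO carrier for no effect and no enzyme background for full effect; strong numbers were not always called active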
PMI inhibitors: MPI enzyme activity inhibition – biochemical, fluorescence intensity, coupled assay, primary screen (AID 1209); purified PMI enzyme, coupled fluorescence intensity; higher % means a stronger effect; inhibition, % at 20 µM; hits with a dose series show IC50 in µM; 190,000 compounds, 0.42% hits;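 note: plate controls were DMSO vehicle for no effect and wells lacking substrate for full effect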
Hep lipid drop: hepatic lipid droplet formation modulation; AML12 mouse hepatocytes, oleate lipid droplets, BODIPY imaging; inhibition, % at 6.5 µM; 240,000 compounds, 0.4% hits; AID 1656;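 active = lipid droplet intensity inhibited by at least 50%, with more than 500 cells counted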
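Material – AML12 mouse liver cells · Also added – oleate loading, 100 µM · Compound dosing – 6.5 µM single-point dosing · Times – overnight treatment with compound plus oleate · Measured by – fluorescence imaging, 20x objective, two fields per well · Read-out – percent inhibition of filter-corrected integrated lipid droplet intensity per well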
TNAP activation fold: human TNAP enzyme activators, primary screen, biochemical, luminescent, no phosphate acceptor, uHTS (AID 1001) | purified TNAP, luminescent activation assay, no phosphate acceptor; higher activation fold means a stronger effect | one-dose activation fold at 20 µM; EC50 in µM for titrated hits | 200,000 compounds, 0.03% hits; in the data active = activation fold from about 3, or a potency from the dose series; inactive = the rest, 99 in 100 with activation fold below about 1.6; note: many of its hits are not listed in these tables
PMI inhibition: human PMI inhibitors, high substrate, primary screen, biochemical, fluorescence intensity, high mannose 6-phosphate (AID 1220) | one-dose inhibition, % at 20 µM; IC50 in µM for titrated hits | 190,000 compounds, 0.66% hits | recombinant PMI enzyme, coupled fluorescence intensity; higher % means a stronger effect
K1F lysis inhibition: inhibition of K1F phage lysis, E. coli UTI89, bacterial capsule biogenesis inhibitors, alamar blue (AID 488966). E. coli UTI89 K1F phage lysis, alamar blue, 2 h; higher % means a stronger effect. inhibition, % at 100 µM; hits with a dose series show IC50 in µM. 340,000 compounds, 0.02% hits;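 active = phage lysis inhibition, versus mean bacterial control, above a set limit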;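 note: capsule biogenesis inhibitors block K1F phage lysis so surviving cells raise fluorescence; higher fluorescence means more inhibition of phage lysis; actives were called in the ten point dose series up to 300 µM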
Hep lipid drop cells 6.5 µM: recorded beside Hep lipid drop, whose call it bears; cell count; measured here: cell count, cytotoxicity flag;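 cells counted across two imaged fields per well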
Active calls of the source: *; x = no result given; & = joins results of further samples; [ ] = remark or other dose. Cut-off read from the data, not from the text of the source, unless noted: active = inhibition above about 50%; inactive = the rest. No enrichment for hits; overall some 1.9% were active at least once.

Under each structure – Hep lipid drop	XIAP displacement	PMI inhibitors	P. falciparum M1AAP	SIAH1 antagonists	PMI inhibition	K1F lysis inhibition	Hep lipid drop cells 6.5 µM	P. falciparum M17LAP	TNAP activation fold
Cc1ccc2nc(-c3ccc(NC(=O)c4cccnc4)cc3)oc2c1
    5	-11%	4%	1%	-8%	1%	1.6%	660	2%	1
Cc1occc1C(=O)NCc1ccccc1F
    6	-2.9%	2%	-1%	2%	-28%	6.4%	693	21%	1.1
CCn1c(SCC(=O)Nc2ccc(C(C)=O)cc2)nc2nc3c(cc2c1=O)CCCC3
    19	-20%	22%	2%	3%	19%	1.5%	702	8%	1.1
COCc1cc(C)nc(OCC(=O)N/N=C/c2ccc(OC)c(O)c2)c1C#N
    -1	-2.3%	8%	3%	-2%	11%	-0.1%	505	-5%	1
CN1CCN(C(=O)c2ccc(S(=O)(=O)c3ccc(Br)cc3)cc2)CC1
    x	0.9%	7%	-5%	1%	16%	0.3%	x	-4%	1.1
N#Cc1ccccc1CSc1nc2ccc(NC(=O)c3ccccc3C(=O)O)cc2s1
    -19	-7.4%	-4%	12%	17%	33%	-0.6%	662	25%	1
Cc1cc(C(=O)Nc2c(C)n(C)n(-c3ccccc3)c2=O)on1
    x	-3.0%	-1%	-5%	-1%	-1%	-1.1%	x	6%	1.2
CSc1ccc(NC(=O)Nc2cccn(Cc3ccccc3)c2=O)cc1
    12	-5.3%	x	11%	-1%	x	0.7%	735	14%	1
CCOc1ccccc1NC1=C(Cl)C(=O)N(c2ccc(OC)cc2)C1=O
    10	-0.5%	-1%	10%	-3%	-2%	-0.5%[50 µM]	699	7%	1.1
Cc1cc(C(=O)N/N=C2\CCCc3ccccc32)c(C)o1
    1	-6.3%	-1%	8%	2%	-2%	0.1%	682	2%	1

Individual results from the entries so far.
Value for CCn1c(SCC(=O)Nc2ccc(C(C)=O)cc2)nc2nc3c(cc2c1=O)CCCC3 in PMI inhibition: 19%
Value for Cc1ccc2nc(-c3ccc(NC(=O)c4cccnc4)cc3)oc2c1 in SIAH1 antagonists: -8%

Going on with the list:
Under each structure – Hep lipid drop	XIAP displacement	PMI inhibitors	P. falciparum M1AAP	SIAH1 antagonists	PMI inhibition	K1F lysis inhibition	Hep lipid drop cells 6.5 µM	P. falciparum M17LAP	TNAP activation fold
N#CC(C#N)=Cc1ccc(OC(=O)c2ccccn2)cc1
    -10	-2.9%	10%	8%	4%	9%	1.7%[50 µM]	628	16%	1.1
Cn1c(CC(=O)Nc2ccc(Cl)c(Cl)c2)nnc1SCC(=O)N1CCN(c2ccccc2)CC1
    x	0.2%	3%	7%	1%	2%	4.0%	x	3%	1.1
COc1ccc(NS(=O)(=O)c2ccc(Oc3ncccn3)cc2)cc1
    x	-6.7%	5%	7%	0%	3%	-0.7%	x	12%	1.1
Cc1[nH]c(=O)[nH]c(=O)c1/C=N\NC(=O)CCc1ccc(OC(C)C)cc1
    -7	-7.1%	8%	0%	3%	15%	x	624	5%	2.2
COc1ccc(CN(C(=S)Nc2ccccc2)C2CC(=O)N(c3ccc(F)cc3)C2=O)cc1 (stereo not given)
    x	-5.6%	19%	4%	-1%	12%	0.3%	x	-1%	1.1
O=C(c1ccc([N+](=O)[O-])cc1)N(Cc1ccc(Cl)cc1)N1C(=O)CCCC1=O
    -4	-6.5%	9%	5%	-2%	8%	-0.1%	746	3%	1
COc1ccc2c(c1)C(NC(C)=O)C(=O)N2C (stereo not given)
    x	-7.0%	-4%	0%	-2%	12%	3.5%	x	-8%	1
CCc1ccc(NC(=S)N(CCN2CCCCC2)Cc2ccco2)cc1
    -14	-15%	-7%	-2%	-2%	4%	0.1%	697	12%	1.1
O=C(O)/C=C/C(=O)N1CCN(c2cccc(Cl)c2)CC1
    -2	-4.9%	-2%	8%	-2%	-3%	-0.8%	694	1%	1
CCOC(=O)c1c(N=CN(C)C)c(C#N)c2n1CCCC2
    6	-2.8%	-1%	3%	5%	2%	0.1%	772	2%	1
CC(C(=O)O)c1n[nH]c(=O)c2ccccc12 (stereo not given)
    2	1.3%	-8%	4%	1%	-9%	3.3%	751	-7%	1.2
COc1ccc(CN(C(=O)CSc2nnc(-c3c[nH]c4ccccc34)o2)c2ccc(F)cc2)cc1OC
    -36	-1.4%	12%	-2%	3%	12%	1.6%	700	-13%	1.2
COc1cccc2cc(-c3nc4ccccc4o3)c(=O)oc12
    -16	-3.2%	-10%	3%	2%	-12%	-0.7%	597	-1%	1
CC1CN(C(=O)COC(=O)c2cc(Cl)ccc2Cl)CC(C)O1 (stereo not given)
    0	-3.9%	-10%	0%	8%	-8%	-0.3%	690	3%	1.1
COc1ccc(-c2cc(=O)c3ccccc3o2)cc1
    17	x	x	17%	0%	x	8.1%	780	-45%	x
CN(C)/C=C(\C#N)C(=O)N/N=C(\CC(=O)C(F)(F)F)c1ccco1
    -5	0.9%	13%	14%	-3%	23%	0.7%	740	8%	1.1
Cc1ccc(OCC(=O)N/N=C/c2ccco2)cc1
    2	-4.7%	-2%	5%	-2%	-7%	0.9%	786	4%	1.2
CCOc1ccc(NC(=O)c2cccc3c2C(=O)N(Cc2cccnc2)C3)cc1
    15	-5.6%	12%	3%	-2%	10%	5.0%	677	5%	1
C/C(=N\NC(=S)NC1CCCCC1)c1cccc(C(F)(F)F)c1
    1	x	x	-1%	-2%	x	0.0%[50 µM]	608	4%	x
O=C(CSc1ccccn1)C12CC3CC(CC(C3)C1)C2
    35	-4.1%	1%	-5%	0%	-1%	0.2%	651	1%	1.1
CC(C)Oc1cccc(NC(=O)c2cnccc2C(F)(F)F)c1
    -13	x	x	-1%	0%	x	-1.0%	783	-3%	x
O=C1N=c2ccccc2=C1c1[nH]c(=S)[nH]c1O
    1	-1.0%	16%	-4%	-13%	7%	0.5%	523	-6%	1.1
NC(CCC(=O)O)C12CC3CC(CC(C3)C1)C2 (stereo not given)
    2	-3.4%	-13%	3%	8%	-13%	0.5%	644	-2%	1.1
COc1ccccc1N(CC(O)Cn1ccnc1C)S(=O)(=O)c1ccccc1 (stereo not given)
    -10	-4.6%	-8%	-1%	1%	-1%	-0.6%	545	-3%	0.9
CCn1c(SCC(=O)Nc2nccs2)nnc1-c1ccc(S(=O)(=O)N2CCCCC2)cc1
    -4	-14%	16%	8%	1%	9%	5.5%	730	2%	1.1
C=CCN1C(=O)c2ccccc2Sc2ccc(C(=O)N3CCN(C)CC3)cc21
    x	-2.9%	-2%	-4%	-2%	-2%	0.1%	x	3%	1.1
CN(C)c1ccc(N2CC(C)(C)C2=O)cc1
    -7	-2.2%	2%	19%	0%	5%	0.3%	688	7%	1
CCN(C(=S)NC(=O)CCc1ccccc1)c1ccccc1
    -2	-3.3%	-10%	4%	-2%	-17%	1.9%	648	5%	1.1
O=C(Nc1ccccc1)Oc1cccc(Br)c1
    6	x	x	2%	1%	x	1.8%	783	8%	x
CCn1c(C(=O)NCc2ccccn2)cc2sccc21
    4	-3.0%	4%	4%	-1%	9%	1.4%	653	3%	1.2
CC(Sc1nnnn1-c1ccc(O)cc1)c1nc2ccccc2c(=O)[nH]1 (stereo not given)
    7	x	x	3%	1%	x	0.1%	620	-1%	x
Cc1csc(NC(=O)C(Cc2ccccc2)n2cccc2)n1 (stereo not given)
    -20	-8.8%	15%	3%	-3%	14%	-2.0%	592	4%	1.1
Cc1ccc(S(=O)(=O)N2CCCC2C(=O)Nc2ccc(O)cc2)cc1 (stereo not given)
    29	-3.7%	-4%	8%	-2%	10%	4.6%	616	14%	1
COc1cccc(C(=O)Nc2cc(Cl)c(O)c(Cl)c2)c1
    -27	x	x	6%	0%	x	0.0%	678	11%	x
CN1/C(=C\C(=O)c2cccnc2Cl)C(C)(C)c2ccccc21
    -15	0.0%	4%	6%	7%	3%	0.0%	687	4%	1
CS(=O)(=O)c1ccc2nc(NC(=O)c3ccc(N4C(=O)CCC4=O)cc3)sc2c1
    1	x	x	5%	-1%	x	x	679	0%	x
Cc1cc(NC(=O)NC2CC(=O)N(c3ccc4c(c3)OCCO4)C2)no1 (stereo not given)
    6	-7.3%	-10%	5%	3%	-6%	0.2%	681	-7%	0.9
Cc1ccc(NC(=O)/C(=C/c2ccco2)c2ccccc2)c(C)c1
    9	-3.4%	10%	5%	0%	2%	-0.1%	742	10%	1.1
Cc1cccc(-c2nc3ccccc3c(=O)n2NC(=O)c2cccnc2Cl)c1
    8	-6.4%	8%	8%	3%	2%	2.1%	664	2%	1.1
COc1cccc(-c2nn(-c3ccccc3)cc2CNC(C)Cn2cncn2)c1 (stereo not given)
    -18	-1.1%	7%	-5%	-2%	4%	2.0%	717	-6%	1.1
Nc1nc2nccc(-c3cccnc3)n2n1
    x	-2.3%	-11%	3%	5%	-3%	-1.7%	x	-30%	1.1
Cc1cc(C)nc(SCc2ccc(C(=O)N/N=C3\CCCC(=O)C3)cc2)n1
    -29	-4.9%	-15%	4%	0%	4%	-2.1%	693	27%	1
CC(C)(C)C(=O)NC(NC(=S)Nc1ccc(S(N)(=O)=O)cc1)C(Cl)(Cl)Cl (stereo not given)
    0	-1.5%	4%	14%	0%	-6%	-1.2%[50 µM]	650	8%	0.7
CN(C)C(=O)N1CCC(C(=O)NCc2cccs2)CC1
    1	-3.2%	3%	9%	-4%	1%	0.2%	741	10%	1.1
Cc1c(NC(=O)c2ccccc2)c(=O)n(-c2ccccc2)n1C
    6	-7.3%	9%	6%	4%	10%	5.8%	738	16%	1.1
S=c1[nH]nc(Cc2cccs2)n1-c1cccc2ccccc12
    2	-21%	-10%	6%	14%	-11%	4.8%	659	0%	1
CC(C)n1c(SCC(=O)Nc2nc3c(s2)CCCC3)nc2c1c(=O)n(C)c(=O)n2C
    -24	-7.1%	5%	9%	4%	2%	1.0%	771	3%	1.1
CCn1c(SCC(=O)N2CC(=O)Nc3ccccc32)nnc1-c1ccoc1C
    x	-1.2%	0%	-3%	0%	3%	-2.5%	x	-9%	1.1
COc1ccc2[nH]c3c(=S)nc[nH]c3c2c1
    3	-2.6%	-80%	1%	-8%	-162%	-0.8%	769	10%	1
CC(N)C12CC3CC(CC(C3)C1)C2 (stereo not given)
    13&9	-2.9%	4%	4%&-2%	2%&-1%	4%	1.1%&5.8%	687&656	1%&3%	1
